DTT redox prof: compounds producing H2O2 with reducing agent – biochemical, NIH compound library profiling, artefact control for MLSCN library redox annotation, primary screen | DTT-dependent redox cycling H2O2, phenol red/HRP absorbance; 100% = 100 µM peroxide control, 0% = buffer | activation, % at 10 µM | 200,000 compounds, 0.03% hits | AID 878;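 active = activation of at least 50% relative to the plate's high and low controls in the primary single-dose screen; inactive = activation below 50%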;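 also: compound incubated with DTT at 0.8 mM final as the reducing agent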
STAT1 act: increases IFN-gamma driven STAT1 reporter signal | NIH 3T3 STAT1-luciferase reporter, luminescence; 100% = IFN-gamma alone, no compound | AID 932 | 200,000 compounds, 2.6% hits | activation (% of control), % at 5.5 µM;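 active = activation above the screen-wide mean activation plus 3 SD, cut at about 130% in these data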;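 also: raw ratio to IFN-gamma control signal so 100% means no change and 0% no light; values of inactives mirror those of a sister screen read the other way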
Hsp70 activator: transcriptional activators of Hsp70; HeLa Hsp70 promoter luciferase reporter, luminescence; scaled: vehicle 0, proteasome-inhibitor control 100%; activation, % at 10 µM; 200,000 compounds, 0.04% hits; AID 1203;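 active = activation above the mean across all tested compounds plus 3 SD, cutoff set per campaign, cut at about 5.5% in these data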;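 also: 100% = MG132 at 30 µM as the positive control and 0% = DMSO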
TLR4-MyD88 BLA: TLR4-MyD88 interaction inhibition in cells; AID 861; 200,000 compounds, 0.18% hits; HeLa CL3-4 TLR4/MyD88 BLA complementation, FRET ratio; O00206+Q99836; inhibition, % at 8.4 µM; in the data active = inhibition above about 25%;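 also: 0% = vehicle and 100% = reference inhibitor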
Target sequence (O00206 whole entry, looked up): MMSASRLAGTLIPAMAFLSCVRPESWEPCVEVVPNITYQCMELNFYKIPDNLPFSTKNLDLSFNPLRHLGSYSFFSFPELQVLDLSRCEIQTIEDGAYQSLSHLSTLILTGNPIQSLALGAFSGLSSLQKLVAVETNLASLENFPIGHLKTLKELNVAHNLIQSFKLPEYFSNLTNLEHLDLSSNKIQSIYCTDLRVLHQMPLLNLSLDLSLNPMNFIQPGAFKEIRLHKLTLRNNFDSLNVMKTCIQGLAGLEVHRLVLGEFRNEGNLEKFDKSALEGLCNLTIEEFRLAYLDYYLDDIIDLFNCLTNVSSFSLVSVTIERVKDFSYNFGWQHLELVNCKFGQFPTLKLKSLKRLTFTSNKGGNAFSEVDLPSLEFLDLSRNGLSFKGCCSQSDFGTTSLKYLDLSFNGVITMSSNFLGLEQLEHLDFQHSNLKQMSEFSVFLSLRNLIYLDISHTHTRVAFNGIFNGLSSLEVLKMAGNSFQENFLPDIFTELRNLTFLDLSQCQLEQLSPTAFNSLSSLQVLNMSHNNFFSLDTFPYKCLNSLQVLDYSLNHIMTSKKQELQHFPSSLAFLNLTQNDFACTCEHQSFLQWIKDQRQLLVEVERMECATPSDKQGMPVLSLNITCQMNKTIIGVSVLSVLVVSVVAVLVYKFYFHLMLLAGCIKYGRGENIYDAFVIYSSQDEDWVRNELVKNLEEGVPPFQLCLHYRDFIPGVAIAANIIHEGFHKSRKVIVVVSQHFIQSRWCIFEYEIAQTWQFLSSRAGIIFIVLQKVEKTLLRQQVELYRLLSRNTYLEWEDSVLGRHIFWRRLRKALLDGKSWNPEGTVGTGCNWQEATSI
Target sequence (Q99836 whole entry, looked up): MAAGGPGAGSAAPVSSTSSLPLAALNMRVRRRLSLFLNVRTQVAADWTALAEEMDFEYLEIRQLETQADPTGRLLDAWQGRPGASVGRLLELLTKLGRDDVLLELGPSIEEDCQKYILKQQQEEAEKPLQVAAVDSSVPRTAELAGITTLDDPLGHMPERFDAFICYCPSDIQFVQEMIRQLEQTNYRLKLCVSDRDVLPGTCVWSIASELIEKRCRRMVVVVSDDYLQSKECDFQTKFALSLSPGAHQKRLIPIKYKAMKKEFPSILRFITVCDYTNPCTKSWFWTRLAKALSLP
STAT3 inh: STAT3 signaling inhibition. U3A cells, IL-6 STAT3-luciferase reporter, luminescence; host cell line lacks STAT1. inhibition, % at 5.5 µM. 190,000 compounds, 0.89% hits. AID 862;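 active = inhibition above the mean inhibition across all screened compounds plus 3 SD, cut at about 44% in these data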;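 also: 0% = DMSO only wells and 100% = 100 µM nifuroxazide control wells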
NF-kB neuron act: raises NF-kB expression in human neuronal cells; AID 1239; 190,000 compounds, 1.6% hits; fold change at 12.5 µM; NF-kB reporter expression; active compounds read high; in the data active = fold change above about 3.3
APP 5'UTR act: activates APP 5'UTR luciferase reporter; SH-SY5Y APP 5'UTR luciferase reporter, luminescence; zero percent = DMSO vehicle wells; activation, % at 2 µM; 190,000 compounds, 1% hits;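 active = activation above a set limit, based on mean plus 3 SD of controls, cut at about 140% in these data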; also: values of inactives mirror those of a sister screen read the other way
STAT3 activator: increases IL-6 driven STAT3 reporter signal; U3A cells, IL-6 STAT3-luciferase reporter, luminescence; 100% = signal with IL-6 EC80 alone; activation (% of control), % at 5.6 µM; 190,000 compounds, 0.91% hits;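 active = activation above the screen-wide mean of compound activation plus 3 SD, cut at about 130% in these data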;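 also: 0% = background luminescence of wells with medium and substrate only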
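Material: human U3A cells carrying STAT3-luciferase construct. Measured by: reporter luminescence signal. Timing: compound 1 h, then IL-6 6 h at 37 °C.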
STAT1 blocker: inhibitors of IFN-gamma induced STAT1 signaling; 200,000 compounds, 0.35% hits; inhibition, % at 5.5 µM; NIH 3T3 STAT1-luciferase reporter, luminescence; AID 920;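 active = inhibition above a set limit, the mean inhibition across all tested compounds plus 3 SD, cut at about 34% in these data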;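 also: 0% = IFN-gamma with DMSO and 100% = IFN-gamma with 300 µM nifuroxazide; values of inactives mirror those of a sister screen read the other way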
Efa HMGR inh: blocks class II HMG-CoA reductase of Enterococcus faecalis. purified E. faecalis HMGR, NADPH absorbance 340 nm kinetic. inhibition, % at 10 µM. 190,000 compounds, 0.41% hits;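 active = inhibition above a set limit, the median over all tested compounds plus 3 SD, cut at about 9.5% in these data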;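 also: enzyme runs in reverse so mevalonate oxidation gives rising NADPH absorbance; 0% = complete reaction with DMSO and 100% = background rate lacking mevalonate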
Starred values were filed as active, the others as inactive; · = not tested or not shown.

entry	Compound	DTT redox prof	STAT1 act	Hsp70 activator	TLR4-MyD88 BLA	STAT3 inh	NF-kB neuron act	APP 5'UTR act	STAT3 activator	STAT1 blocker	Efa HMGR inh
1	O=C(Nc1ccc2c(c1)OCO2)C1CCN(S(=O)(=O)Cc2ccccc2)CC1	2.2	107	-0.4	3	3	1.4	5	106	-8	-8
2	CC(C)(C)C(=O)NCC12C=CC(O1)C1C(=O)N(c3ccccc3)C(=O)C12 (configuration not stated)	-0.1	96	-0.2	-7	7	1.2	-6	97	6	2
3	COC(=O)c1ccc(-n2c(C)cc(C(=O)CSc3ccc(NC(C)=O)cc3)c2C)cc1	0.0	101	-0.2	-12	-2	0.92	-5	104	-1	-10
4	CN(C(=O)c1ccc2c(c1)CCN2S(C)(=O)=O)c1ccccc1	-1.9	98	-0.2	4	8	1.1	-7	98	1	-3
5	CC(=O)Nc1cc(C(=O)N2CCc3ccccc3C2)ccc1Sc1ccc(F)cc1	-0.6	106	-0.1	-6	-3	1.2	-5	103	-7	0
6	CCCS(=O)(=O)N1CCCC(C(=O)N2CCN(c3ccccn3)CC2)C1 (configuration not stated)	3.0	97	0.2	0	0	0.92	·	105	3	-2
7	O=C(OCC(=O)N1CCN(c2ccccc2)CC1)c1cccc(Cl)c1	0.5	99	0.2	9	3	1	-8	100	0	-5
8	CCC1CCCCN1C(=O)COc1c(Br)cc(Br)c2cccnc12 (configuration not stated)	-0.6	92	0.0	-3	-11	·	8	116	9	-1
9	COc1ccc(C2C(C(C)=O)=C(O)C(=O)N2Cc2cccnc2)cc1 (configuration not stated)	0.2	104	-0.1	-5	2	1.1	-10	100	-3	-5
10	CCn1c(-c2cccn(Cc3ccc(Cl)cc3Cl)c2=O)n[nH]c1=S	-1.5	93	-0.1	-5	4	1	10	98	7	-4
11	CCC(C)(C)C1CCC(=NNS(=O)(=O)c2ccc(C)c([N+](=O)[O-])c2)CC1 (configuration not stated)	0.3	98	-0.4	6	1	0.86	8	101	3	-1
12	Cc1ccc(OCC(=O)NS(=O)(=O)c2ccccc2)cc1	0.2	98	-0.2	-2	3	1.2	-12	104	1	2
13	N#CCCn1cc(C(=O)Nc2ccccc2Br)c(-c2cccs2)n1	0.3	102	-0.3	1	-4	1.1	26	107	-2	6
14	CCC(C)(C)NC(=O)C(c1cccnc1)N(C(=O)c1csnn1)c1ccccc1 (configuration not stated)	0.2	98	0.0	5	5	1.4	-1	100	2	0
15	O=C(Nc1cc(Sc2nc3ccccc3s2)cc([N+](=O)[O-])c1)c1ccccc1F	2.4	102	-0.3	-10	5	1.1	23	104	-3	-1
16	Cc1ccc(/C=C/C(=O)NCCCN2CCN(CCCNC(=O)/C=C/c3ccc(C)o3)CC2)o1	-0.8	99	-0.3	5	-10	1.2	-2	106	3	-4
17	Cc1ccc2nc(NC(=O)CCCc3nc4ccccc4s3)sc2c1	-0.2	114	-0.4	-21	41	1.4	62	66	-15	0
18	FC(F)(F)c1cccc(Cn2c3[n+](c4ccc(C(F)(F)F)cc42)CCCCC3)c1	0.1	94	-0.1	5	8	0.95	-9	100	7	0
19	COc1ccc(C(=O)C2CN(c3ccccc3)CC2c2ccc(Cl)cc2)cc1 (configuration not stated)	-3.3	95	0.5	-8	8	1	10	97	5	1
20	COCCN1CN(S(=O)(=O)c2ccccc2)c2nc3ccccc3nc21	2.2	107	-0.3	6	-1	1.2	12	104	-8	1
21	CCn1c(=O)cc(OCC(=O)Nc2ccccc2N2CCN(C)CC2)c2ccccc21	-0.3	95	-0.3	-3	6	1.2	-29	103	5	-4
22	COc1ccc(-c2nc3c(n2O)CCCC3=O)cc1OC	0.7	95	-0.2	-5	1	0.94	5	104	5	2
23	N#CCOc1nc(N2CCCC2)nc(N2CCCC2)n1	0.1	101	0.0	-5	-7	0.87	2	112	-1	-6
24	Cc1cc(NC(=O)CCCn2nc([N+](=O)[O-])c(Cl)c2C)no1	-0.7	103	0.2	-6	11	1.1	-1	94	-5	4
25	CCOc1ccc2[nH]c(=O)c(C(c3nnnn3C3CCCCC3)N3CCN(C)CC3)cc2c1 (configuration not stated)	-2.6	97	0.0	7	9	0.92	-1	96	4	-2
26	O=C(Cn1nc(CNc2ccc(Cl)cc2)[n+]2c1CCCCC2)c1ccc(Cl)cc1	-0.2	105	-0.4	8	12	0.96	11	93	-5	-1
27	O=C(Cc1ccc(Cl)cc1)N/N=C/c1cccs1	-1.0	124	-0.4	-3	12	1.3	-1	93	-28	0
28	COc1ccc2c(-c3ccccc3)cc(SCC(=O)NC(N)=O)nc2c1	-0.1	110	-0.2	6	8	1.2	6	97	-9	-4
29	C=CCn1c(SCc2nc3sc(C(=O)O)c(C)c3c(=O)[nH]2)nnc1-c1ccc(F)cc1	-0.7	99	-0.2	-1	2	0.98	12	102	0	-2
30	Cc1ccc(S(=O)(=O)N(c2nc(NC(C)C)nc(NC(C)C)n2)n2cnnc2)cc1	-0.6	90	-0.3	-10	1	1.4	-9	97	13	-3
31	CCCn1c(C)cc(C(=O)Cn2nnc3ccccc3c2=O)c1C	-1.2	126	0.0	-1	14	4.7*	159*	90	-28	0
32	CCc1ccc(NC(=O)COC(=O)CN2C(=O)COc3ccccc32)cc1	-1.8	99	-0.3	-7	11	0.91	5	95	1	1
33	CC(C)(C)NC(=O)C(c1ccc(F)cc1)N(Cc1ccco1)C(=O)c1csnn1 (configuration not stated)	-0.2	102	0.5	-21	14	1	2	97	-3	1
34	O=C(NCCCNc1ccc(C(F)(F)F)cc1[N+](=O)[O-])c1ccc(F)cc1	-0.5	103	-0.3	-7	2	1.1	-8	97	-1	-1
35	COC(=O)c1cc2occc2n1CC(=O)Nc1ccc(OC)c(OC)c1OC	0.1	98	-0.2	2	-4	0.95	-5	101	3	-6
36	C/C(=N\OCC(=O)Nc1ccc(F)c(F)c1F)c1cc2ccccc2o1	0.5	92	-0.1	-5	7	0.94	7	93	9	-4
37	CCN1C(=O)CC(N2CCN(c3cccc(OC)c3)CC2)C1=O (configuration not stated)	-0.4	110	-0.3	-7	-2	0.91	-7	112	-13	-1
38	C=C(C)CSc1nnc([C@H](CCSC)NC(=O)OC(C)(C)C)o1	-13	101	-0.3	-9	7	1.1	·	99	-1	-2
39	COc1ccccc1OCCNc1cc(N2CCOCC2)ccc1[N+](=O)[O-]	-1.1	104	-0.1	-1	16	1.2	17	94	5	0
40	COc1ccc(Nc2nc(OC)nc(N3CCN(c4ccc(OC)cc4)CC3)n2)cc1	-0.8	102	0.7	-6	6	0.95	5	98	-2	-7
41	Clc1cccc(Nc2c3c(nc4ncnn24)CCC3)c1	-0.3	89	-0.1	15	15	1.1	2	94	12	-2
42	Cc1ccc(-n2nnnc2SCC(=O)Nc2c(C)n(C)n(-c3ccccc3)c2=O)cc1	0.7	105	0.0	9	2	0.97	24	100	-3	1
43	CC(C)Cc1nc2n[nH]c(N)c2c2c1CCCC2	-0.2	101	0.0	2	-18	1.6	4	112	-1	2
44	O=C(c1ccc2c(c1)OCO2)N1CCN(c2ccc(C(F)(F)F)cn2)CC1	0.1	91	0.0	3	11	1.1	38	91	10	-3
45	N#CC(c1ccc(Cl)nn1)c1c(F)cccc1Cl (configuration not stated)	-0.5	100	-0.2	1	6	1.1	7	101	-1	-1
46	O=C(N/N=C/c1ccc([N+](=O)[O-])cc1)c1cccc2cc[nH]c12	-3.6	118	0.1	-8	6	1.3	-13	95	-19	-11
47	COc1cccc(-c2csc(N3CCN(C(=O)NC45CC6CC(CC(C6)C4)C5)CC3)n2)c1	-0.8	97	-0.2	6	16	0.69	0	90	3	2
48	Cc1ccc(N(CC(=O)Nc2cccc(N(C)S(C)(=O)=O)c2)S(C)(=O)=O)cc1	0.1	93	0.3	-22	-5	0.92	3	102	8	0
49	CC(=O)c1cccc(NC(=O)Nc2ccc(C)cc2)c1	-0.1	118	-0.1	0	10	2.2	89	96	-20	-3
50	NC(=O)C1CCCN1 (configuration not stated)	0.7	111	0.3	5	7	1	-11	101	-13	5

One compound at a time, from the list above. Order of values: DTT redox prof, STAT1 act, Hsp70 activator, TLR4-MyD88 BLA, STAT3 inh, NF-kB neuron act, APP 5'UTR act, STAT3 activator, STAT1 blocker, Efa HMGR inh
CCN1C(=O)CC(N2CCN(c3cccc(OC)c3)CC2)C1=O (configuration not stated) is entered as -0.4, 110, -0.3, -7, -2, 0.91, -7, 112, -13, -1
COc1cccc(-c2csc(N3CCN(C(=O)NC45CC6CC(CC(C6)C4)C5)CC3)n2)c1 is entered as -0.8, 97, -0.2, 6, 16, 0.69, 0, 90, 3, 2

The results go on:
entry	Compound	DTT redox prof	STAT1 act	Hsp70 activator	TLR4-MyD88 BLA	STAT3 inh	NF-kB neuron act	APP 5'UTR act	STAT3 activator	STAT1 blocker	Efa HMGR inh
51	CC(=O)Nc1ccc(S(=O)(=O)N(C)CC(=O)Nc2ccccc2N2CCOCC2)cc1	-0.3	98	-0.3	1	7	0.99	-1	100	2	-6
52	O=C(N/C=N/OCc1ccc(Cl)cc1Cl)NOCc1ncc(C(F)(F)F)cc1Cl	0.1	95	-0.1	-7	5	0.82	-3	100	5	-6
53	Cc1cc2cc(CNC(=S)NC3CCCCC3)ccc2[nH]1	-1.2	100	-0.3	-3	6	1.1	11	99	0	0
54	Cc1cccc(C)c1NC(=O)CNC(=O)c1c(C)nn(C)c1Cl	-1.4	93	0.0	-2	4	1.2	17	99	6	-4
55	O=C(CN1C(=O)CSc2ccccc21)N1CCc2ccccc21	-0.2	93	-0.2	-16	-3	0.85	-4	105	7	-12
56	Cc1noc(C)c1C(=O)NCCCN1CCCC1=O	-3.2	97	0.3	-16	5	0.93	29	98	4	-4
57	Cc1[nH]n(-c2ccccc2)c(=O)c1C(c1cccc([N+](=O)[O-])c1O)c1c(C)[nH]n(-c2ccccc2)c1=O	-0.2	100	-0.2	4	-10	1.2	-8	109	0	3
58	CCOC(=O)CN1C(=O)NC2NC(=O)NC21 (configuration not stated)	1.2	105	-0.1	0	6	1.1	3	99	-6	-2
59	COc1cc(/C=N/NC(=S)N/N=C/c2cc(OC)c(OC)c(OC)c2)cc(OC)c1OC	-0.7	112	-0.1	0	-14	1.2	-1	110	-13	-2
60	O=C(c1ccc(COc2ccccc2[N+](=O)[O-])o1)N1CCCCC1	-7.5	100	-0.1	1	11	1.4	21	96	0	-6
61	Cc1cccc2cc(CN(CCN(C)C)C(=S)Nc3ccccc3)c(=O)[nH]c12	0.9	104	-0.2	6	-20	0.84	-6	114	-4	0
62	CCCC1=C([O-])C2N=CC=CC2=[N+](c2ccccn2)C1=O (configuration not stated)	0.2	104	-0.4	-1	-6	1.1	-3	108	-4	-4
63	O=C(O)c1cc(-c2ccc(/C=N/NC(=S)Nc3ccccc3)o2)ccc1Cl	-0.5	96	-0.1	2	3	1.1	11	105	2	0
64	COC(=O)Cn1c(=NC(=O)c2ccc([N+](=O)[O-])s2)sc2cc(Br)ccc21	0.3	99	-0.1	4	-12	1.2	1	112	1	-1
65	CC(NC(=O)Nc1ccc(Cl)cc1)C1CCCO1 (configuration not stated)	0.3	107	-0.1	0	0	1.5	-1	105	-10	0
66	Fc1cc(F)cc(NC(=S)NCCCN2CCOCC2)c1	-2.3	101	0.1	-2	15	1.2	4	96	-3	-2
67	O=C(COC(=O)/C=C/c1ccco1)NCc1ccco1	-2.2	104	0.0	-4	-6	1.3	-1	108	-5	3

Screens (PubChem)
